# NR1D1 modulator – modulators of Rev-erb alpha DNA binding, primary screen, biochemical, FITC-DNA, fluorescence polarization, uHTS; Rev-erbα–FITC-DNA binding, 90 min; 370,000 compounds, 0.79% hits; activity, % at 10 µM; Nuclear receptor subfamily 1 group D member 1 (Homo sapiens), P20393;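 active = activity above about 14%, limit read from the data; passing the limit was not always enough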;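 also: 0% = DMSO wells with 35 nM protein and 100% = DMSO wells with 750 nM protein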
# HTRA1 inhibitor – HTRA1 serine protease inhibitors, primary screen, biochemical, fluorescence polarization, HTS | 340,000 compounds, 0.5% hits | inhibition, % at 5.96 µM | recombinant HTRA1, FP-rhodamine activity-based probe | Q92743; in the data active = inhibition above about 36%;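 also: 0% = enzyme with DMSO and 100% = wells lacking enzyme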
# GC-B act – human GC-B receptor activators, primary screen, HEK293 GC-B cells, cGMP TR-FRET, EC30 CNP; 370,000 compounds, 0.11% hits; Atrial natriuretic peptide receptor 2 (Homo sapiens), P20594; AID 1920062, 2024; 0% at EC30 CNP, 100% saturating CNP; activation, % at 10 µM;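 active = activation at 10 µM reaching about 35% in either raw or pattern-adjusted values, limit read from the data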
# mABHD4 FP – ABHD4 inhibitors, primary screen, biochemical, fluorescence polarization, mouse. inhibition, % at 8.92 µM. purified mABHD4, FP-Rh probe fluorescence polarization. 370,000 compounds, 0.54% hits. (Lyso)-N-acylphosphatidylethanolamine lipase (Mus musculus), Q8VD66;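 active = inhibition exceeding the mean over every tested compound plus 3 SD, cut at about 30% in these data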;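 also: 0% = plate median of compound wells and 100% = S159A mutant with DMSO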
# Target sequence (Q8VD66 whole entry, looked up): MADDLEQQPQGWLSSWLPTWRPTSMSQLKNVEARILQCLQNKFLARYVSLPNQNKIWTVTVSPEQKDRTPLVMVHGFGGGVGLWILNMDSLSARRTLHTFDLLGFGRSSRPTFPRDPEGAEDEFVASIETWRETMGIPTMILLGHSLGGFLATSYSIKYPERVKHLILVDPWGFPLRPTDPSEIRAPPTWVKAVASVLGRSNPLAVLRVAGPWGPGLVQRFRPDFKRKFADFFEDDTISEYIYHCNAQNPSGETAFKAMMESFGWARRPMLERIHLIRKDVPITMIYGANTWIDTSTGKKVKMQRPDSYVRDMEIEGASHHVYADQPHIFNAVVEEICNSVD
#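 Test system: mABHD4 protein | Buffer or medium: HEPES pH 7.0 buffer, 150 mM NaCl, 0.01% Pluronic F-127 | Probe or stimulus: FP-Rh fluorescent activity-based probe, added after compound pre-incubation | Timing: Pre-incubation 45 min, probe exposure 60 min, at 25 °C | Technique: Fluorescence polarization, excitation 525 nm, emission 598 nm, BODIPY TMR filters | Repeats: Single well per compound (singlicate)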
# ASAP1 GAP inh – inhibitors of human ASAP1 ArfGAP activity, primary screen, biochemical, fluorescence polarization; Arf-GAP with SH3 domain, ANK repeat and PH domain-containing protein 1 (Homo sapiens), …; 360,000 compounds, 0.19% hits; inhibition, % at 16.5 µM; ASAP1-stimulated ARF1 GTP hydrolysis, GDP FP detection; in the data active = inhibition above about 25%;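 also: 0% = vehicle with enzyme and substrate and 100% = no enzyme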
# Target sequence (Q9ULH1 325-724 limits assumed): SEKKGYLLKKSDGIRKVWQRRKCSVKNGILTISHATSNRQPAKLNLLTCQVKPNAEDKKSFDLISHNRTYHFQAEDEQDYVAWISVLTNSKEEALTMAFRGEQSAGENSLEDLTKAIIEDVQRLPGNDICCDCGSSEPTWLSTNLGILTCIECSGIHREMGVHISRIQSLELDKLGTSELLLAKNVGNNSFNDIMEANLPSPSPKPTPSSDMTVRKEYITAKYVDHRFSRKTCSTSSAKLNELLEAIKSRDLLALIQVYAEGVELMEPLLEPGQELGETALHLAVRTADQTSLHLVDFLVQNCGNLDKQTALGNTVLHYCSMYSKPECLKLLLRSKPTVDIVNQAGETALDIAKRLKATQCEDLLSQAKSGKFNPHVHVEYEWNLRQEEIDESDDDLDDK
# GC-A act – GC-A stimulated cGMP production enhancers – HEK293 GC-A cells, cGMP TR-FRET, EC30 ANP, primary screen; 370,000 compounds, 0.14% hits; activation, % at 10 µM; 0% at EC30 ANP, 100% saturating ANP; in the data active = activation above about 40%
# rCAG binder – binders of r(CAG) RNA repeats, primary screen, biochemical, fluorescence; r(CAG) RNA repeat, TO-PRO-1 dye displacement fluorescence; inhibition, % at 3 µM; 370,000 compounds, 1.3% hits;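 active = inhibition above the plate cutoff, the mean of all test compounds on that plate plus 3 SD, cut at about 35% in these data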;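 also: 0% = DMSO alone and 100% = 100 µM mitoxantrone as full dye displacement; higher means more dye released from RNA so lower well fluorescence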
# SMARCA2 activ – SMARCA2 (BRM) function activators, primary screen, cell-based, luminescence, high throughput; 370,000 compounds, 1% hits; AID 652017, 2013; MG213 cells, MMTV-luciferase reporter, dexamethasone, overnight; activation, % at 9.1 µM; in the data active = activation above about 7.8%;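 also: 0% = vehicle wells and 100% = reference activator wells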
# PG9 Ab binder – binders of HIV-1 gp120 antibody PG9, primary screen, biochemical, TR-FRET; TR-FRET gp120-PG9 antibody binding; inhibition, % at 6.7 µM; 360,000 compounds, 0.43% hits; AID 624416, 2012; in the data active = inhibition above about 8.5%
# ARFGAP1 inh – inhibitors of rat ARFGAP1 GAP activity, primary screen, biochemical, fluorescence polarization, GDP tracer; ADP-ribosylation factor GTPase-activating protein 1 (Rattus norvegicus), Q62848; Arfgap1-stimulated ARF1 GTP hydrolysis, GDP FP detection; inhibition, % at 16.5 µM; 360,000 compounds, 0.26% hits; AID 651572, 2012;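 active = inhibition above a per-plate limit, mean inhibition of low control wells plus 3 SD, cut at about 25% in these data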;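 also: 0% = DMSO wells with enzyme and 100% = wells lacking Arfgap1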
# Target sequence (Q62848 1-136 limits assumed): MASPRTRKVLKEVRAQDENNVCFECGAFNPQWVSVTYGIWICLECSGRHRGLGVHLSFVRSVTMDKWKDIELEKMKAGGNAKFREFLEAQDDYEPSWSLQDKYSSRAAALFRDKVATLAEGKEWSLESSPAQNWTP
#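 Material – truncated rat Arfgap1 GAP domain · Buffer or medium – HEPES-based buffer, pH 7.5 · Reagent – human ARF1(Δ1-17)-GTP substrate · Dosing – 16.5 µM single point, 1.26% DMSO · Schedule – GTP hydrolysis reaction 2 h at 25 °C · Technique – GDP detection by fluorescence polarization · Benchmarks – No-Arfgap1 wells (100%) versus DMSO full-reaction wells (0%) · Repeats – single replicate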
# An asterisk follows results filed as active; . = no result given; & = joins results of further samples.
SMILES,NR1D1 modulator,HTRA1 inhibitor,GC-B act,mABHD4 FP,ASAP1 GAP inh,GC-A act,rCAG binder,SMARCA2 activ,PG9 Ab binder,ARFGAP1 inh
COc1ccc(N2CCN(Cc3nc4cc(Cl)ccc4c(=O)[nH]3)CC2)cc1,-0.2,5.2,-2.7,-6.9,-1.9,-4.3,0.4,1.5,-2.1,-1.3
O=C(Nc1ccc(Br)cc1)c1cnccn1,4.4,0.6,8.2,-3.0,3.1,22.9,2.1,1.9,0.5,-4.8
Cn1ccnc1SCC(=O)Nc1ccc(Cl)cn1,-2.6,0.4,-6.4,5.7,-0.1,-2.9,6.6,1.9,0.3,8.8
CSCCC(NC(=O)c1ccccc1)C(=O)Nc1ccncc1 (stereo unspecified),1.6,2.6,-1.4,-0.3,2.4,-1.9,1.5,-1.8,1.2,8.7
CCOC(=O)N1CCN(C(=O)CSc2nnc(-c3cccc(OC)c3)o2)CC1,1.8,5.6,7.6,1.5,-9.5,-0.2,-6.5,0.6,-0.9,3.5
Cc1cc(C)cc(N=c2c([N+](=O)[O-])nn(-c3ccc(Cl)cc3)n2O)c1,1.7,-3.4,9.3,-0.3,-1.4,8.7,0.2,0.1,0.0,2.9
CCOc1ccc(S(=O)(=O)Nc2cccc(N(C)S(C)(=O)=O)c2)cc1,-0.6,3.7,11.6,9.3,9.1,4.4,1.1,-1.6,1.5,-8.0
Cc1ccc2nc3n(c(=O)c2c1)-c1ccc(Cl)cc1C(=O)NC3CC(C)C (stereo unspecified),5.7,.,-0.3,6.1,-7.9,-6.5,7.2,0.1,-2.4,-13.5
Oc1cc2ccccc2cc1-c1nnc2n1-c1ccccc1SC2,-2.5,0.7,-26.8,-3.0,-26.8,-33.2,5.1,-1.7,2.0,0.4
O=C(COc1ccc(Br)cc1)OCC(=O)N1CCOCC1,0.3,8.6,-8.0,0.3,2.4,1.0,3.2,1.5,-0.6,-9.7
COc1ccc(CCNC(=O)CSc2nc3ncccc3[nH]2)c(OC)c1,3.3,5.5,-7.9,-12.5,-9.3,-0.3,0.2,-0.9,-1.8,1.6
COc1ccccc1N1CCN(S(=O)(=O)c2cccc3nsnc23)CC1,-2.1,2.1,2.8,1.2,-8.7,-2.1,-2.9,-1.6,-2.4,-11.3
COc1cc2c(c(OC3OC(CO)C(O)C(O)C3O)c1)C(=O)CC(c1ccc(O)cc1)O2 (stereo unspecified),-0.5,.,-6.9,-3.9,-1.2,2.5,-4.7,-0.2,0.7,-7.9
COc1cccc(C(C(=O)NCc2ccco2)N(C(=O)Cn2nnc3ccccc32)C2CC2)c1OC (stereo unspecified),-2.9,-6.8,-2.5,0.0,3.8,-2.5,-4.8,0.4,-2.3,6.3
O=C(NCc1ccco1)C12CC3CC(CC(C3)C1)C2,0.9,-2.6,2.3,-16.1,-10.2,-2.7,2.8,1.1,0.6,8.4
Cc1cccc(N(Cc2cc3ccc(C)cc3[nH]c2=O)S(=O)(=O)c2ccccc2)c1,21.2,-21.8,5.8,-4.3,-11.2,-1.7,7.0,1.4,-1.2,12.3
Cc1noc(C)c1S(=O)(=O)N1CCCCC1,4.5,0.4,-4.3,5.6,2.0,2.4,0.3,4.8,-0.6,-4.6
Cc1nn(Cc2ccccc2)c(C)c1NC(=O)CSc1nc(C2CC2)nc2c1cnn2-c1ccccc1,-2.2,3.0,-6.1,-6.0,7.7,-17.2,4.4,-6.1,1.7,10.2
COc1cc(Nc2ccccc2Cl)c([N+](=O)[O-])nc1[N+](=O)[O-],7.3,-5.2,-4.3,-1.0,6.3,17.4,2.7,0.2,-2.0,6.2
Cc1ccc(C(=O)CSc2nnc(-c3ccccc3N)n2C)cc1,-0.8,-6.2,3.4,-6.7,0.8,-11.4,-3.2,-4.3,0.4,-9.3
COCc1cc(N2CCOCC2)nc(SCc2ccc(Cl)cc2)n1,-0.8,-3.3,-1.2,-3.7,5.4,-1.8,-4.9,-3.8,-0.4,17.9
Cc1cc(=O)oc(C)c1C(=O)Nc1cccc2nonc12,-2.2,2.6,-2.5,-6.1,-3.9,-5.1,12.2,-6.5,2.5,-2.6
CCCCN1C(=N)N([C@@H](CCC)CN2CCC[C@H]2CN2C(N)=NC[C@H]2CC(C)C)C[C@H]1Cc1ccccc1,-8.9,-1.2,3.2,11.1,5.6,2.2,11.0,-2.0,0.4,6.9
N#Cc1c2c(c(=S)n(-c3ccccc3)c1N)CCCC2,-2.2,26.7,-3.8,13.2,4.1,0.5,-2.7,0.4,-1.3,0.6
CC(=O)Nc1cc(-c2cccc(NS(C)(=O)=O)c2)cn2c(-c3cccc(C(F)(F)F)c3)cnc12,-3.4,.,9.9,-27.2,10.0,8.0,10.1,1.4,-1.5,4.5
CC(C)c1ccc(NC2CCCN(C(=O)c3ccc(Cn4cnnn4)cc3)C2)cc1 (stereo unspecified),-2.5,4.2,-0.1,0.3,4.9,2.3,-6.0,-4.5,-0.6,-10.0
Cc1ccc(-c2ccc(/C=N/NC(=O)Cc3nnc(N)s3)o2)cc1Cl,3.5,-2.5,-6.2,12.9,-1.6,-9.7,26.8,-0.2,-3.6,-3.0
CC1CC2=C(C(=O)O1)C(c1ccc(Cl)cc1)Nc1ccccc1N2 (stereo unspecified),-2.4,2.9,-9.5,3.6,1.0,3.0,-2.3,0.3,4.3,-0.7
O=C(Oc1ccccc1)c1ccc(COC(=O)c2cnccn2)cc1,-5.8,0.8,-3.8,-9.5,-5.3,1.8,-3.4,1.0,-2.3,13.4
Cc1ccc2c(COC(=O)CNC(=O)c3ccco3)cc(=O)oc2c1C,-0.8,0.5,-3.3,3.2,-2.1,1.9,8.8,-2.6,-1.7,-10.2

# Molecules from the list above that have a furan ring, fused or not (four):
SMILES,NR1D1 modulator,HTRA1 inhibitor,GC-B act,mABHD4 FP,ASAP1 GAP inh,GC-A act,rCAG binder,SMARCA2 activ,PG9 Ab binder,ARFGAP1 inh
COc1cccc(C(C(=O)NCc2ccco2)N(C(=O)Cn2nnc3ccccc32)C2CC2)c1OC (stereo unspecified),-2.9,-6.8,-2.5,0.0,3.8,-2.5,-4.8,0.4,-2.3,6.3
O=C(NCc1ccco1)C12CC3CC(CC(C3)C1)C2,0.9,-2.6,2.3,-16.1,-10.2,-2.7,2.8,1.1,0.6,8.4
Cc1ccc(-c2ccc(/C=N/NC(=O)Cc3nnc(N)s3)o2)cc1Cl,3.5,-2.5,-6.2,12.9,-1.6,-9.7,26.8,-0.2,-3.6,-3.0
Cc1ccc2c(COC(=O)CNC(=O)c3ccco3)cc(=O)oc2c1C,-0.8,0.5,-3.3,3.2,-2.1,1.9,8.8,-2.6,-1.7,-10.2

# Following part
SMILES,NR1D1 modulator,HTRA1 inhibitor,GC-B act,mABHD4 FP,ASAP1 GAP inh,GC-A act,rCAG binder,SMARCA2 activ,PG9 Ab binder,ARFGAP1 inh
COc1ccccc1N(CC1CO1)S(=O)(=O)c1ccccc1 (stereo unspecified),7.0,-0.5,1.6,0.0,-5.6,0.8,2.1,-0.9,0.4,-1.2
COC(=O)c1cc(OC)c(OC)cc1NC(=O)c1csc(C)c1,14.2,-4.5,0.1,-5.6,-17.6,0.6,1.3,-2.3,1.9,-5.2
CC1C(=O)N(Cc2cn(CCC3OCCCO3)nn2)CCS(=O)(=O)N1Cc1ccc(-c2ccc(Cl)c(Cl)c2)cc1 (stereo unspecified),8.4,-27.7,-2.3,-28.6,-4.8,16.1,8.9,-6.8,-0.3,-8.9
CC1(c2ccccc2)NC(=O)N(CC(=O)Nc2ccc(S(=O)(=O)Nc3ncccn3)cc2)C1=O (stereo unspecified),-6.6,-2.2,-4.6,-3.2,9.9,1.1,10.4,-4.9,-1.1,-8.7
O=P(c1ccccc1)(c1ccccc1)C(c1ccco1)N1CCOCC1 (stereo unspecified),1.9,-0.9,-14.8,7.0,-4.8,-28.3,-5.2,-2.9,-0.3,-1.4
CNS(=O)(=O)c1ccc(CNC[C@H]2O[C@@H](n3cc(C)c(=O)[nH]c3=O)C[C@@H]2O)cc1,-7.8,0.3,4.3,3.2,-3.1,-2.7,2.2,-0.2,-1.1,6.2
O=C1c2c(O)cc(O)cc2O[C@H](c2ccc(O)c(O)c2)[C@H]1O,1.9,10.6,-1.1,-7.9,-19.1,3.5,6.5,-5.2,1.0,-3.6
COC(=O)[C@]12C[C@H](CC(=O)NCC3CCCCC3)C(=O)N(Cc3ccccc3)C1=C[C@H](C(C)(C)C)O[C@@H]2C,-7.4,.,-24.9,-4.1,-25.9,-16.2,-0.8,-6.6,0.9,-2.3
Cc1cc(OC(=O)c2c(Cl)cc(Cl)cc2Cl)nc(C)n1,1.0,2.5,2.5,1.1,0.3,0.5,-2.0,-2.7,2.9,-0.6
O=C(CSCc1ccc([N+](=O)[O-])cc1)NC1CC2CCC1C2 (stereo unspecified),0.9,-2.9,2.4,1.4,15.0,0.1,-2.5,-2.7,0.7,-6.0
CSc1nc(Sc2ccccc2Cl)c2ccccc2n1,3.0,-15.4,-0.9,-9.4,5.6,-2.0,3.1,-2.6,9.1*,-13.2
CC1=NN(C(=O)COc2ccc(C)c(C)c2)C(O)(c2ccc(Cl)cc2)C1 (stereo unspecified),5.2,20.5,-2.0,0.1,5.9,-4.1,2.6,-1.6,-3.0,-3.5
O=C(CCC(=O)c1ccc(Oc2ccccc2)cc1)Nc1ccc(C(=O)O)cc1,-4.5,1.2,1.8,-22.9,-17.1,0.9,23.4,-1.6,0.4,-1.7
CCCNC(=O)CCC(NS(=O)(=O)c1ccc(C)cc1)C(=O)NCCC (stereo unspecified),-6.2,5.7,2.4,-1.6,0.1,2.6,-1.1,1.4,-0.7,4.5
CCCN1C[C@H](CSC)C[C@@H]2c3cccc4[nH]cc(c34)C[C@H]21,-0.3&-8.9,1.9,-10.7,12.9,14.7,-6.0,-1.4,-4.3,-1.2,5.3
Cc1ccccc1NC(=O)c1ccc(NC(=O)C2CC(=O)OC23CCCCC3)cc1 (stereo unspecified),-1.2,-4.6,-0.3,6.5,0.8,0.4,-1.6,-2.8,0.6,0.6
C[C@@H]1CC[C@H](O)/C=C/C(=O)O[C@H](C)CC[C@H](O)/C=C/C(=O)O1,6.7,0.1,6.2,-1.8,7.1,-0.5,7.4,-1.9,-2.4,8.7
CCn1ncc(CNC(=O)CCSc2nc(-c3ccco3)cc(C(F)(F)F)n2)c1C,-6.6,0.1,6.5,2.5,-13.4,-2.8,2.4,-0.3,1.3,1.2

# Rows were taken by chance; any-hit rate near 4.4%.
